Screening results as filed in PubChem BioAssay.
Apaf-1 inh = blocks human Apaf-1 apoptosome activity. O14727. reconstituted apoptosome caspase-3 activity, DEVD-Rh110 fluorescence. inhibition, % at 20 µM. actives 0.71% (n = 330,000). AID 489030; active means inhibition of at least 40% at 20 µM;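 further: plate controls were DMSO wells for no effect and DEVD-CHO caspase inhibitor wells for full effect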
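Assay system: Apoptosome proteins | Medium: pH 7.5 Hepes buffer with CHAPS, BSA, DTT | Also added: Cytochrome c and DEVD-Rh110 substrate | Times: 30 min plus 50 min, RT | Detection: Rhodamine 110 fluorescence at Ex 480/Em 540 nm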
SENP7 inh = inhibitors of human SENP7 protease | Q9BQF6 | recombinant SENP7, Z-RLRGG-aminoluciferin luminescence, 40 min | inhibition, % at 5 µM | actives 1.5% (n = 330,000);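 active means inhibition above about 50% at the single test dose, limit read from the data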;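 further: plate controls were DMSO with enzyme for no effect and no enzyme buffer wells for full effect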
Target sequence (Q9BQF6 706-1050 limits assumed): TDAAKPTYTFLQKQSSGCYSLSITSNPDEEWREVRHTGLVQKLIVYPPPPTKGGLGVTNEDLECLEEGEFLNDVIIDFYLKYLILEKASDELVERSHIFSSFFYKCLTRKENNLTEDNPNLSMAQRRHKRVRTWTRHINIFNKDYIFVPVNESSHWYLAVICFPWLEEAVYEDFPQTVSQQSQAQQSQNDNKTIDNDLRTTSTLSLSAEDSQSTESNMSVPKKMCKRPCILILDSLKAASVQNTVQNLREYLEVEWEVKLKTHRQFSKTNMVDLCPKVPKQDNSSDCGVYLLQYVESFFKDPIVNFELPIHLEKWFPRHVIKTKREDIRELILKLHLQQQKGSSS
A3G deaminase = APOBEC3G (human) deaminase inhibition. recombinant A3G, ssDNA deamination FAM/TAMRA fluorescence. inhibition, % at 20 µM. actives 0.28% (n = 330,000);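 active means inhibition of at least 40% at 20 µM, with no more than 30% in the related APOBEC3A deaminase screen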;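 further: plate controls were DMSO wells with A3G for no effect and wells lacking A3G enzyme for full effect; some compounds called inactive have numbers as strong as hits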
SENP8 block-1 = SENP8 protease inhibition. inhibition, % at 10 µM. actives 1.2% (n = 330,000). AID 2540. Q96LD8. purified SENP8, Z-RLRGG-aminoluciferin cleavage, luminescence; in the data active means inhibition above about 50%
SENP8 block-2 = blocks human SENP8 cleavage of Nedd8 substrate. recombinant SENP8, Nedd8 substrate fluorescence. actives 0.64% (n = 360,000). inhibition, % at 20 µM. AID 602440. Q96LD8; in the data active means inhibition mostly above about 40%, no sharp cut-off; inactive means mostly below about 27%
SENP1 FRET inh = SENP1 (human) catalytic domain inhibition; recombinant SENP1 catalytic domain, CyPet-SUMO1-YPet FRET cleavage; inhibition, % at 10 µM; actives 0.21% (n = 360,000); AID 624204;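 active means inhibition at least 30% at 10 µM, raw YFP signal under a set limit, fluorescence ratio 0.5 to 1.5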;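 further: 0% = enzyme with DMSO and 100% = no enzyme wells; some results filed as inactive read as strong as hits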
Target sequence (Q9P0U3 419-644 limits assumed): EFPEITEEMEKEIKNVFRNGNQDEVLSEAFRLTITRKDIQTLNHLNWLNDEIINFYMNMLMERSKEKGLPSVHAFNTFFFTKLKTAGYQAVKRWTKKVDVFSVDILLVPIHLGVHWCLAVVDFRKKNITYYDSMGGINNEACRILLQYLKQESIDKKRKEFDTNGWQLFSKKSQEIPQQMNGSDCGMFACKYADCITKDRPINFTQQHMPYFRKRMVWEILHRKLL
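Compound: 10 µM single point, 0.5% DMSO; Test system: hSENP1 catalytic domain, recombinant; Timing: 50 min reaction at room temperature; Technique: FRET, CFP and YFP emission; Control set: no-enzyme wells low, DMSO-plus-enzyme wells high control.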
UBC13 polyUb = inhibitors of human UBC13 polyubiquitin chain formation; TR-FRET; inhibition, % at 20 µM; actives 0.47% (n = 330,000); in the data active means inhibition above about 45%, passing the limit was not always enough
SENP6 inh = SENP6 protease inhibition | Recombinant SENP6 catalytic domain, aminoluciferin luminescence | actives 1.8% (n = 330,000) | inhibition, % at 10 µM;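 active means inhibition above about 50% at the single tested dose, limit read from the data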;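 further: plate controls were DMSO wells with enzyme for no effect and DMSO wells lacking enzyme for full effect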
Target sequence (Q9GZR1 628-1112 limits assumed): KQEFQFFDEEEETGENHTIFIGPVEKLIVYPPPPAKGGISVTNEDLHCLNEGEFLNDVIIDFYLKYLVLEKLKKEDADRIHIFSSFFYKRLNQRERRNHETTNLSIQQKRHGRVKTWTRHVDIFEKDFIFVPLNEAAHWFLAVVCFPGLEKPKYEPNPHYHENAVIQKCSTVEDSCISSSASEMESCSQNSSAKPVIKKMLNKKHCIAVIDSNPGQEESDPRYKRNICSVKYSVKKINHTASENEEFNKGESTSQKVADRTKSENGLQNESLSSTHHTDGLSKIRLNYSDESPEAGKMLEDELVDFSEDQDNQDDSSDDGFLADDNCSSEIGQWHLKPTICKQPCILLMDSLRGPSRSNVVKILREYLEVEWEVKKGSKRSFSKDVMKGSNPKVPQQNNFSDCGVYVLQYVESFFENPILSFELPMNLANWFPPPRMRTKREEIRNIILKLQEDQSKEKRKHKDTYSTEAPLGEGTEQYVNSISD
* marks the source's active call; other numbers are inactive results.

Screening CC(=O)c1cccc(NC(=O)C2CCCN(S(C)(=O)=O)C2)c1 (stereo not drawn) returned Apaf-1 inh -13, SENP7 inh 0, A3G deaminase 3, SENP8 block-1 2, SENP8 block-2 -2, SENP1 FRET inh 0, UBC13 polyUb -7 and SENP6 inh 6.
`S=c1[nH]nc(-c2ccccc2Cl)n1/N=C/C=C/c1ccco1` gave Apaf-1 inh -1, SENP7 inh 4, A3G deaminase 51, SENP8 block-1 -8, SENP8 block-2 23, SENP1 FRET inh 0, UBC13 polyUb -5 and SENP6 inh -22.
Screening Cc1c(Cl)c([N+](=O)[O-])nn1CCCC(=O)Nc1cccnc1 returned Apaf-1 inh -16, SENP7 inh 8, A3G deaminase -5, SENP8 block-1 2, SENP8 block-2 25, SENP1 FRET inh 5, UBC13 polyUb 5 and SENP6 inh 20.
`CN(C1CCCCC1)S(=O)(=O)c1cccc(C#N)c1` gave Apaf-1 inh 0, SENP7 inh -4, A3G deaminase -7, SENP8 block-1 0, SENP8 block-2 5, SENP1 FRET inh 0, UBC13 polyUb 2 and SENP6 inh 3.
Cc1nc2c(S(=O)(=O)c3ccccc3)cnn2c(C)c1C was read as Apaf-1 inh -17, SENP7 inh -1, A3G deaminase -3, SENP8 block-1 12, SENP8 block-2 -221, SENP1 FRET inh -7, UBC13 polyUb 1 and SENP6 inh 3.
`CCCCC(CC)COC(=O)c1ccc(N(C)C)cc1` (stereo not drawn) gave Apaf-1 inh 12, SENP7 inh -1, A3G deaminase -7, SENP8 block-1 10, SENP8 block-2 -14, SENP1 FRET inh 0, UBC13 polyUb 12 and SENP6 inh -4.
`Cc1cc(C)cc(NC(=O)CN2CCN(C(=O)c3cccs3)CC2)c1` gave Apaf-1 inh -1, SENP7 inh -7, A3G deaminase -7, SENP8 block-1 7, SENP8 block-2 17, SENP1 FRET inh 2, UBC13 polyUb 8 and SENP6 inh -9.
`C=CCN1C(=O)c2ccc(C(=O)NCCc3ccc(F)cc3)cc2C1=O` gave Apaf-1 inh -4, SENP7 inh -4, A3G deaminase -9, SENP8 block-1 -1, SENP8 block-2 14, SENP1 FRET inh 1, UBC13 polyUb 11 and SENP6 inh -9.
CN(C)c1ccnc(N(Cc2ccccc2)Cc2ccccc2)c1C#N was read as Apaf-1 inh -1, SENP7 inh -13, A3G deaminase -2, SENP8 block-1 -10, SENP8 block-2 -3, SENP1 FRET inh 1, UBC13 polyUb 4 and SENP6 inh -21.
CCOCCCNC(=O)c1ccc(CS(=O)(=O)Cc2ccc(C)cc2)o1 was read as Apaf-1 inh -14, SENP7 inh 4, A3G deaminase 2, SENP8 block-1 0, SENP8 block-2 7, SENP1 FRET inh 3, UBC13 polyUb -1 and SENP6 inh -17.
For CCOc1ccc(/C=N/NC(=O)c2cc3c(OC)cc(OC)c(OC)c3[nH]2)cc1 the results were Apaf-1 inh 27, SENP7 inh -4, A3G deaminase -14, SENP8 block-1 -1, SENP8 block-2 -194, SENP1 FRET inh 4, UBC13 polyUb -12 and SENP6 inh 6.
`COC(=O)c1ccccc1NC(=S)NC(=O)c1ccc2ccccc2c1` gave Apaf-1 inh 13, SENP7 inh 1, A3G deaminase -4, SENP8 block-1 6, SENP8 block-2 -390, SENP1 FRET inh 2, UBC13 polyUb 8 and SENP6 inh 18.
For CCOC(=O)N1CCC(NC(=O)C(NS(=O)(=O)c2ccc3c(c2)CCN3C(C)=O)C(C)C)CC1 (stereo not drawn) the results were Apaf-1 inh 6, SENP7 inh -7, A3G deaminase -6, SENP8 block-1 -8, SENP8 block-2 5, SENP1 FRET inh 0, UBC13 polyUb -3 and SENP6 inh -14.
Screening O=C(NNS(=O)(=O)c1ccc(F)cc1)c1ccc(S(=O)(=O)N2CCCCC2)cc1 returned Apaf-1 inh -2, SENP7 inh 12, A3G deaminase -1, SENP8 block-1 -3, SENP8 block-2 13, SENP1 FRET inh 1, UBC13 polyUb 3 and SENP6 inh 8.
Screening Cc1ccc(Cn2ccc(NC(=O)c3nc4ncccn4n3)n2)cc1 returned Apaf-1 inh 12, SENP7 inh -11, A3G deaminase -7, SENP8 block-1 -9, SENP8 block-2 26, SENP1 FRET inh -1, UBC13 polyUb -4 and SENP6 inh -20.
OCC1(Cc2ccccc2)CCCN(Cc2ccc(-c3ccco3)cc2)C1 (stereo not drawn) was read as Apaf-1 inh -4, SENP7 inh 4, A3G deaminase -18, SENP8 block-1 -4, SENP8 block-2 -91, SENP1 FRET inh -20, UBC13 polyUb 16 and SENP6 inh 15.
N#Cc1c(/N=C/c2cccs2)sc2c1CCCCC2 was read as Apaf-1 inh 24, SENP7 inh 97*, A3G deaminase -1, SENP8 block-1 92*, SENP8 block-2 28, SENP1 FRET inh -1, UBC13 polyUb 1 and SENP6 inh 76*.
`CC(C)N(Cc1nc(-c2ccc3c(c2)OCO3)no1)CC1CCC(=O)N1` (stereo not drawn) gave Apaf-1 inh 3, SENP7 inh -7, A3G deaminase -6, SENP8 block-1 -3, SENP8 block-2 7, SENP1 FRET inh 1, UBC13 polyUb -9 and SENP6 inh 8.
Screening COc1ccc(S(=O)(=O)Nc2cccc(N(C)S(C)(=O)=O)c2)cc1C returned Apaf-1 inh -14, SENP7 inh 4, A3G deaminase -3, SENP8 block-1 6, SENP8 block-2 13, SENP1 FRET inh 2, UBC13 polyUb 8 and SENP6 inh 9.
Screening Nc1nc(N2CCCCC2)c(C=O)c(N2CCCCC2)n1 returned Apaf-1 inh 10, SENP7 inh -7, A3G deaminase -4, SENP8 block-1 -2, SENP8 block-2 8, SENP1 FRET inh -3, UBC13 polyUb -16 and SENP6 inh -19.
CCOC(=O)C1CCCN(Cc2nc(Cc3ccccc3Cl)no2)C1 (stereo not drawn) was read as Apaf-1 inh 4, SENP7 inh -5, A3G deaminase -9, SENP8 block-1 -8, SENP8 block-2 16, SENP1 FRET inh 0, UBC13 polyUb -5 and SENP6 inh 4.
For O=C1c2ccccc2C(O)N1Cc1cccs1 (stereo not drawn) the results were Apaf-1 inh -41, SENP7 inh 14, A3G deaminase -6, SENP8 block-1 -5, SENP8 block-2 3, SENP1 FRET inh 1, UBC13 polyUb 4 and SENP6 inh -3.
`Cc1cccc(OCCN2C(=O)C(=O)c3cccc(C)c32)c1` gave Apaf-1 inh 9, SENP7 inh -8, A3G deaminase -10, SENP8 block-1 -6, SENP8 block-2 24, SENP1 FRET inh 1, UBC13 polyUb -10 and SENP6 inh 0.
Screening COc1ccc(CCCNC(=O)CC#N)cc1OC returned Apaf-1 inh -5, SENP7 inh -12, A3G deaminase -3, SENP8 block-1 -4, SENP8 block-2 26, SENP1 FRET inh 1, UBC13 polyUb 4 and SENP6 inh -22.
`O=C(Nc1cccc(S(=O)(=O)Nc2ccc(Cl)cc2)c1)c1ccc2c(c1)OCCO2` gave Apaf-1 inh 23, SENP7 inh 2, A3G deaminase -3, SENP8 block-1 5, SENP8 block-2 16, SENP1 FRET inh 3, UBC13 polyUb 1 and SENP6 inh -2.
`O=C(CCN1C(=O)/C(=C/c2ccccc2Cl)SC1=S)NNC(=O)c1cccnc1` gave Apaf-1 inh 20, SENP7 inh 3, A3G deaminase -4, SENP8 block-1 -5, SENP8 block-2 10, SENP1 FRET inh 4, UBC13 polyUb 0 and SENP6 inh -34.
Cc1cc(=O)[nH]c(Nc2ccc(N(C)C)cc2)n1 was read as Apaf-1 inh -10, SENP7 inh -8, A3G deaminase -4, SENP8 block-1 -1, SENP8 block-2 8, SENP1 FRET inh 1, UBC13 polyUb 5 and SENP6 inh -6.
For CCCCC(c1nnnn1CCOC)N1CCN(C)CC1 (stereo not drawn) the results were Apaf-1 inh 6, SENP7 inh -5, A3G deaminase -2, SENP8 block-1 -3, SENP8 block-2 6, SENP1 FRET inh 0, UBC13 polyUb -2 and SENP6 inh -2.
Screening CCN1CCN(Cc2ccc(NC(=O)CC3Oc4ccc(C)cc4NC3=O)cc2)CC1 (stereo not drawn) returned Apaf-1 inh 2, SENP7 inh -4, A3G deaminase -2, SENP8 block-1 -7, SENP8 block-2 7, SENP1 FRET inh 0, UBC13 polyUb 6 and SENP6 inh 2.
Screening C=CCn1c(SCC(=O)Nc2cc3oc4ccccc4c3cc2OC)nnc1-c1cnccn1 returned Apaf-1 inh 3, SENP7 inh -9, A3G deaminase -7, SENP8 block-1 -10, SENP8 block-2 21, SENP1 FRET inh -1, UBC13 polyUb 6 and SENP6 inh -7.

By substructure, those above with fluorine
`C=CCN1C(=O)c2ccc(C(=O)NCCc3ccc(F)cc3)cc2C1=O` gave Apaf-1 inh -4, SENP7 inh -4, A3G deaminase -9, SENP8 block-1 -1, SENP8 block-2 14, SENP1 FRET inh 1, UBC13 polyUb 11 and SENP6 inh -9.
Screening O=C(NNS(=O)(=O)c1ccc(F)cc1)c1ccc(S(=O)(=O)N2CCCCC2)cc1 returned Apaf-1 inh -2, SENP7 inh 12, A3G deaminase -1, SENP8 block-1 -3, SENP8 block-2 13, SENP1 FRET inh 1, UBC13 polyUb 3 and SENP6 inh 8.

Next part:
For Cc1ccc(CN2C3=NCCN3c3ccccc32)cc1 the results were Apaf-1 inh -14, SENP7 inh 8, A3G deaminase -4, SENP8 block-1 3, SENP8 block-2 16, SENP1 FRET inh 3, UBC13 polyUb 4 and SENP6 inh 4.
Screening O=C(/C=C/c1ccc(Cl)cc1Cl)Nc1cccc(S(=O)(=O)NC2=NCCCCC2)c1 returned Apaf-1 inh 23, SENP7 inh 4, A3G deaminase 2, SENP8 block-1 -7, SENP8 block-2 16, SENP1 FRET inh 1, UBC13 polyUb -11 and SENP6 inh -6.
CCOc1ccc(C2=C(C=C(C#N)C#N)C(c3ccccc3)c3ccccc3O2)cc1 (stereo not drawn) was read as Apaf-1 inh 7, SENP7 inh -1, A3G deaminase -9, SENP8 block-1 -18, SENP8 block-2 21, SENP1 FRET inh -1, UBC13 polyUb -22 and SENP6 inh -17.
`COc1ccc(-c2cn(CCO)c(-c3ccncc3)n2)cc1` gave Apaf-1 inh 0, SENP7 inh 2, A3G deaminase -8, SENP8 block-1 9, SENP8 block-2 -207, SENP1 FRET inh 0, UBC13 polyUb -3 and SENP6 inh -5.
`Cc1ccc(NC(=O)CNC(=O)c2ccc(Oc3ccccc3)cc2)nc1` gave Apaf-1 inh 11, SENP7 inh 5, A3G deaminase 3, SENP8 block-1 -7, SENP8 block-2 5, SENP1 FRET inh -3, UBC13 polyUb 3 and SENP6 inh -1.
Screening COC(=O)c1ccc(N(C(=O)c2ccco2)C(C(=O)NC2CCCC2)c2ccco2)cc1 (stereo not drawn) returned Apaf-1 inh 2, SENP7 inh -2, A3G deaminase 6, SENP8 block-1 1, SENP8 block-2 26, SENP1 FRET inh 1, UBC13 polyUb 5 and SENP6 inh -15.
`COc1ccc(S(=O)(=O)N2CC3CCCN3c3cc(C(F)(F)F)ccc32)cc1` (stereo not drawn) gave Apaf-1 inh 30, SENP7 inh -7, A3G deaminase -2, SENP8 block-1 -2, SENP8 block-2 15, SENP1 FRET inh 3, UBC13 polyUb -8 and SENP6 inh 6.
For CSc1ccccc1N=CC1=C(O)CC(C)(C)CC1=O the results were Apaf-1 inh 0, SENP7 inh 12, A3G deaminase -8, SENP8 block-1 -7, SENP8 block-2 -131, SENP1 FRET inh 0, UBC13 polyUb -3 and SENP6 inh -4.
`O=C(N[C@@H](Cc1ccccc1)C(=O)OCC(=O)N1CCOCC1)c1cccs1` gave Apaf-1 inh -18, SENP7 inh 1, A3G deaminase -4, SENP8 block-1 1, SENP8 block-2 16, SENP1 FRET inh 5, UBC13 polyUb 0 and SENP6 inh 8.
COc1ccc(CN(C(=O)CCC(=O)N2CCCCC2)c2nccs2)cc1OC was read as Apaf-1 inh 1, SENP7 inh -5, A3G deaminase -5, SENP8 block-1 0, SENP8 block-2 7, SENP1 FRET inh 1, UBC13 polyUb 0 and SENP6 inh -6.
Screening CCOC(=O)c1cc(CC)sc1NC(=O)c1cc(OCC)c(OCC)c(OCC)c1 returned Apaf-1 inh 2, SENP7 inh 1, A3G deaminase -3, SENP8 block-1 -4, SENP8 block-2 -311, SENP1 FRET inh 0, UBC13 polyUb 29 and SENP6 inh -13.
